M1 ag – activates human CHRM1 receptor | P11229 | CHO-K1 hM1, Fluo-8 calcium fluorescence, agonist mode; 0% DMSO, 100% acetylcholine EC100 | activation, % at 3 µM | actives 0.33% (n = 360,000) | AID 588814;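 active = activation above the run's mean compound activation plus 3 SD, cut at about 16% in these data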;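 note: peak over basal fluorescence ratio within a 140 s kinetic read after compound addition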
Target sequence (P11229 whole entry, looked up): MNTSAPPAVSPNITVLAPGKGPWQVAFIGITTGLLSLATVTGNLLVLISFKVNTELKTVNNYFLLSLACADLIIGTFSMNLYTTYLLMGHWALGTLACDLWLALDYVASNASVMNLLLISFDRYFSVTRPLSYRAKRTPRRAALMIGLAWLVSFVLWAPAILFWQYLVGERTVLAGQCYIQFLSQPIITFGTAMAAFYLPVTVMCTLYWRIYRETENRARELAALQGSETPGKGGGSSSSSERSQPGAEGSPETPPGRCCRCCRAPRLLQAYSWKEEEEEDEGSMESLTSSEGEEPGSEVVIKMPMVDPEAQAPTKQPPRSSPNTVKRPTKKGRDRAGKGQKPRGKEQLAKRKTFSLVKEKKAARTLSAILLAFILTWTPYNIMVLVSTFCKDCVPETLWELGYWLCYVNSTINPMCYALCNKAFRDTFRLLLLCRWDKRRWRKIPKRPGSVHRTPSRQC
M1 antag – blocks human M1 muscarinic receptor; CHO-K1 hM1, Fluo-8 calcium fluorescence, ACh EC80 antagonist; inhibition, % at 3 µM; actives 1.3% (n = 360,000); AID 588852;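 active = percent inhibition above its own plate's cutoff, namely the mean of that plate's compound wells plus 3 SD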;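 note: peak over basal fluorescence ratio during 140 s after agonist addition; 0% = ACh EC80 plus DMSO and 100% = DMSO alone without agonist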
CHRM4 antagonist – CHRM4 antagonism in calcium assay; actives 0.73% (n = 360,000); inhibition, % at 3 µM; CHO-hM4 cells, ACh EC80, Fluo-8 calcium fluorescence; AID 624125; P08173;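 active = inhibition above its plate's cutoff, the mean inhibition of sample wells plus 3 SD, cut at about 27% in these data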;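 note: 0% = acetylcholine EC80 with DMSO and 100% = DMSO without agonist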
CHRM5 antagonist – antagonists of human muscarinic M5 receptor (CHRM5); P08912; CHO-hM5 cells, Fluo-8 calcium fluorescence, ACh EC80; inhibition, % at 3 µM; actives 0.59% (n = 360,000); AID 624040;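 active = inhibition above a per-plate cutoff, the mean of that plate's test compounds plus 3 SD, cut at about 27% in these data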;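 note: 0% = acetylcholine EC80 with DMSO and 100% = DMSO without agonist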
CHRM4 agonist – agonists of human muscarinic M4 receptor (CHRM4); P08173; CHO-K1 hM4/Gqi5, Fluo-8 calcium fluorescence; vehicle 0%, full acetylcholine response 100%; activation, % at 3 µM; actives 0.14% (n = 360,000); AID 624127;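 active = activation above the run mean over all test wells plus 3 SD, cut at about 32% in these data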;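 note: peak over basal fluorescence ratio per well then scaled between controls; 0% = DMSO wells and 100% = acetylcholine at EC100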
CHRM5 agonist – CHRM5 agonism in calcium assay. CHO-K1 hM5 cells, Fluo-8 calcium fluorescence; 0% DMSO wells, 100% maximal acetylcholine response. activation, % at 3 µM. P08912. actives 0.19% (n = 360,000);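 active = activation above the run's mean over test compounds plus 3 SD, cut at about 23% in these data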;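 note: signal is peak over basal fluorescence ratio across the kinetic read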
TAAR1 agonist – human TAAR1 agonism. Q96RJ0. CHO RD-HGA16 TAAR1, Fluo-8 calcium fluorescence; vehicle wells 0%, saturating PEA agonist 100%. activation, % at 3 µM. actives 0.99% (n = 360,000);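 active = activation above the mean activation of all test compounds in the run plus 3 SD, cut at about 38% in these data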
Target sequence (Q96RJ0 whole entry, looked up): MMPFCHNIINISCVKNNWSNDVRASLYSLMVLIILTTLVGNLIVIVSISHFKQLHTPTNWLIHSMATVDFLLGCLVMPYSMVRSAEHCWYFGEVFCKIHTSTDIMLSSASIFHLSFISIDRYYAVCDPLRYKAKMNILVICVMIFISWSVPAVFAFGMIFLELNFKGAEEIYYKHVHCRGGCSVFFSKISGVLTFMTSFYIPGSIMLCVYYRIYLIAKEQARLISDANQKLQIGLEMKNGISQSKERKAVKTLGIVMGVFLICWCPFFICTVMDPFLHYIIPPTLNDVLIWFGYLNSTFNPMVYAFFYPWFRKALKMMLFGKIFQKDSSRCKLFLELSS
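Test system: RD-HGA16 (CHO) cells co-expressing Gα16 and hTAAR1; dosing: one-point dosing at 3 µM (nominal); timing: 17-24 h seeding, 75 min 37 °C dye, 30 min RT; signal: kinetic Fluo-8 calcium fluorescence; read-out basis: % activation relative to PEA EC100 response; controls: DMSO and PEA EC100; replicates: n 1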
M1 PAM – positive allosteric modulators of human M1 muscarinic receptor. CHO-K1 hM1, Fluo-8 calcium fluorescence, ACh EC20; 0% = ACh EC20, 100% = maximal ACh. AID 588819. actives 0.088% (n = 360,000). activation, % at 3 µM; in the data active = activation above about 19%, passing the limit was not always enough
CHRM5 PAM – CHRM5 positive allosteric modulation. activation, % at 3 µM. CHO-K1 hM5, Fluo-8 calcium, ACh EC20 PAM; 0% = ACh EC20, 100% = ACh EC100. P08912. actives 0.3% (n = 360,000);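 active = activation above the run cutoff, the mean activation of all test compounds plus 3 SD, cut at about 18% in these data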
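System: CHO-K1 cell line with stable human muscarinic M5 receptor expression | Also added: EC20 acetylcholine as agonist stimulus | Compound: One concentration, 3 µM final (nominal) | Timing: Fluo-8 loading 80 min at 37 °C plus 30 min room temperature | Measured by: Fluo-8 calcium dye fluorescence, kinetic read | Read-out basis: % activation, ACh-normalized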
* hit, by the source's call; nt = no result given. Some of the compounds tested (hit frequency here may not be typical).

Below each compound – CHRM4 antagonist	CHRM4 agonist	M1 PAM	TAAR1 agonist	M1 ag	M1 antag	CHRM5 agonist	CHRM5 PAM	CHRM5 antagonist
Cc1ccccc1-n1c(SCC(=O)N2CCOCC2)nc(O)c(Cc2ccccc2)c1=O
→ -1.2	0.0	9.2	4.8	-2.2	-8.4	-5.1	3.2	-0.5
C/C(=N\NC(=O)Cc1ccc(Cl)cc1)c1ccccn1
→ -5.5	1.8	0.7	10.1	-4.0	-14.5	2.2	-2.6	-4.5
COc1ccc2oc(C(=O)OCC(=O)NCc3ccco3)c(C)c2c1
→ -11.4	3.7	9.5	-0.3	-2.6	-10.2	0.4	-0.4	2.6
COc1ccc(CCN(C)C(=O)c2ccc(C)c(S(=O)(=O)N3CCCCC3)c2)cc1OC
→ -15.3	3.0	3.8	4.6	-6.1	-4.2	-3.2	-11.0	19.5
COc1ccc(Cl)cc1-c1nc(SCC(=O)N(C)C)n[nH]1
→ 1.2	1.1	1.7	5.7	-4.8	1.9	1.4	-2.6	10.9
CCOc1ccccc1NC1=C(Cl)C(=O)N(c2ccccc2)C1=O
→ 4.1	2.9	3.8	-2.3	-5.2	-1.4	-2.6	-2.1	0.5
CCC1(C)Cc2c(sc3nnn(CC(=O)Nc4ccc(Cl)cc4)c(=O)c23)CO1 (centres undefined)
→ 2.6	1.0	-5.0	6.6	-4.5	7.3	-2.8	-3.0	8.5
O=C(N/N=C/c1ccc(Cl)s1)C(O)c1ccccc1 (centres undefined)
→ -2.3	1.4	-1.1	0.6	-1.0	-3.7	0.2	-5.8	9.7
COc1ccc(OCC2NCCc3cc(OC)c(OC)cc32)cc1 (centres undefined)
→ -25.4	-0.7	-0.9	3.8	-4.4	1.4	0.4	8.1	-15.1
O=C(Nc1ccc2c(c1)CCC2)Nc1ccccc1Cl
→ -0.4	0.8	-4.6	-1.6	-4.1	0.1	-5.2	-0.8	5.2
COc1ccccc1CN(C)C(=O)c1ccc(S(=O)(=O)Nc2c(C)n(C)n(-c3ccccc3)c2=O)cc1
→ -8.0	12.4	-9.7	8.2	-1.5	-5.3	-2.0	-22.0	3.3
CCC(=O)N(Cc1cc2c(C)ccc(C)c2[nH]c1=O)C1CCCCC1
→ -8.8	3.0	8.9	10.7	-1.9	-13.3	6.5	1.3	3.8
C[n+]1cccc(C(=O)NCC2CCCO2)c1 (centres undefined)
→ -5.8	0.5	5.9	1.1	-0.8	-6.2	0.9	-1.5	-2.4
O=C(Nc1ccccc1Cl)Nc1ccnn1C1CCN(C(=O)C2CCOC2)CC1 (centres undefined)
→ -7.7	0.3	2.4	1.0	-1.5	-6.2	2.0	-4.0	7.2
CC1(C)CC2CC(C)(CN2S(=O)(=O)c2cccc(N)c2)C1 (centres undefined)
→ 8.9	0.3	5.5	12.9	-3.3	-7.7	-5.8	-0.8	0.0
O=C(CCCOc1ccc(Cl)cc1)Nc1ccc(N2CCOCC2)cc1
→ -3.3	6.9	1.5	1.7	-3.2	-5.8	1.5	-4.0	5.2
CCn1c(=O)c(C(=O)NNS(=O)(=O)c2ccc(Cl)cc2)c(O)c2ccccc21
→ 2.9	-1.0	7.8	-0.6	-2.4	-8.1	-3.7	-6.6	3.3
CCC(C)NCCC(=O)Nc1ccc(Cl)c(S(=O)(=O)Nc2ccc(Cl)cc2)c1 (centres undefined)
→ 1.1	1.8	7.5	1.7	-11.2	6.3	-3.2	7.5	7.6
CCC(=O)c1ccc(OCC(=O)Nc2ccc(S(=O)(=O)Nc3cc(C)nc(C)n3)cc2)cc1
→ -6.0	5.3	4.3	2.7	-1.8	-15.4	2.9	12.7	-4.3
CN(Cc1ccc(F)cc1)C(=O)c1ccc(NS(=O)(=O)c2ccccc2)cc1
→ 11.1	1.3	-5.1	-0.7	-1.8	11.1	0.1	-7.2	0.5
COC(=O)c1ccc(CSc2ccc3nnc(-c4ccccn4)n3n2)o1
→ -10.5	1.2	4.9	-0.7	-9.7	-11.0	0.8	-5.8	3.4
CCOC(=O)N1N=C(c2ccc(C)cc2)CC1(O)C(F)(F)F (centres undefined)
→ -7.2	1.9	7.0	-2.1	-0.8	-18.3	-3.0	-0.7	1.4
O=C(NCCCN1CCOCC1)c1ccc(Sc2ccc(Br)cc2)c([N+](=O)[O-])c1
→ -1.0	1.6	4.5	-0.4	-8.6	-5.5	-2.6	-0.8	-0.9
Cc1cc(=O)[nH]c(N/N=C/c2ccc(Br)s2)n1
→ 4.8	0.3	8.7	4.2	-2.9	-7.9	-3.0	3.6	-3.7
COc1ccc(-c2nn(-c3ccccc3)cc2C2CC(c3cccs3)=NN2C(=O)CCC(=O)O)cc1 (centres undefined)
→ 4.2	0.7	2.9	2.8	0.2	-8.9	-4.0	-7.3	12.0
COc1ccc(C(=O)CSc2nnc(CNC(=O)c3ccccc3)n2C)cc1
→ -1.6	0.7	11.5	-0.3	-3.8	-13.9	-0.1	2.6	2.6
CC1CN(S(=O)(=O)c2cc(C(=O)N3CCCCC3C)ccc2Cl)CC(C)O1 (centres undefined)
→ 0.0	4.8	14.4	8.6	4.9	-16.4	6.3	4.8	16.6
CC(C)(C)c1ccc(-c2noc(-c3ccno3)n2)cc1
→ -2.3	-0.3	12.5	26.0	-0.8	-5.8	-0.7	-1.9	13.6
COC(=O)c1cc(NC(=O)c2ccccc2F)cc(C(=O)OC)c1
→ 3.5	1.6	5.9	-1.6	-3.5	3.2	-1.8	1.2	1.7
CCOC(=O)c1ccc(NS(=O)(=O)c2ccc3[nH]c(=O)[nH]c3c2)cc1
→ 12.4	0.2	9.5	4.6	-5.3	-5.8	0.5	1.1	3.9
COc1ccccc1NC(=O)CSc1nc2sc3c(c2c(=O)n1-c1ccccc1)CCN(C)C3
→ 6.4	1.8	5.5	0.7	-4.8	-3.5	-3.0	-2.3	6.7
Cc1ccc(NC(=O)c2ccccc2OCc2c(C)noc2C)cc1S(=O)(=O)N(C)C
→ -0.6	6.7	2.8	4.0	-4.4	-4.8	3.8	1.3	0.1
C=CCn1c2c(c(=O)[nH]c1=S)CN(C(C)c1ccccc1)CN2 (centres undefined)
→ 1.1	1.4	0.1	1.6	-7.5	2.5	-2.9	1.2	4.2
COc1ccc(C(=O)O)cc1NCc1cccnc1
→ -4.2	1.4	5.8	1.8	-0.6	-11.4	2.6	-1.9	3.3
C/C(CCc1ccccc1)=N\NC(=S)NCCc1ccccc1
→ -3.5	-0.2	0.0	31.3	-5.8	-4.8	-4.1	-2.3	16.4
CN(CC(=O)NCc1ccc2c(c1)OCO2)S(=O)(=O)c1ccc(F)cc1
→ -3.5	0.7	-2.9	-0.5	-3.5	-0.2	-2.5	-7.2	13.4
OC(COc1ccc(OCc2ccccc2)cc1)CN1CCCCC1 (centres undefined)
→ 4.3	4.6	-13.6	4.6	-12.1	10.1	-4.8	-3.8	1.5
NC(N)=N/N=C/c1ccc2cccc(OCc3ccccc3)c2n1
→ -3.3	1.3	6.9	1.3	-5.1	-10.6	-1.0	0.1	11.9
CC(OC(=O)Nc1cccc(Cl)c1)C(=O)OC1CCCCC1 (centres undefined)
→ -0.1	2.8	-11.7	2.1	-4.9	5.0	1.8	-6.0	8.5
COc1cc(/C=N/n2c(-c3cc(C)[nH]n3)n[nH]c2=S)cc(OC)c1OC
→ 2.0	0.1	6.8	2.7	-0.8	-12.9	1.5	5.0	-2.2

Ordered by value in M1 antag (low to high): three from the list above.
Structure	M1 antag
COc1cc(/C=N/n2c(-c3cc(C)[nH]n3)n[nH]c2=S)cc(OC)c1OC	-12.9
COc1ccccc1NC(=O)CSc1nc2sc3c(c2c(=O)n1-c1ccccc1)CCN(C)C3	-3.5
OC(COc1ccc(OCc2ccccc2)cc1)CN1CCCCC1 (centres undefined)	10.1

More structures follow:
Below each compound – CHRM4 antagonist	CHRM4 agonist	M1 PAM	TAAR1 agonist	M1 ag	M1 antag	CHRM5 agonist	CHRM5 PAM	CHRM5 antagonist
CC(=O)N/C(=C/c1ccc2c(c1)OCO2)C(=O)NCc1ccccc1
→ -13.3	0.6	6.4	8.2	-2.4	-0.6	0.4	2.6	0.7
Cc1coc2c(C)c3oc(=O)c(CCC(=O)NCCCn4ccnc4)c(C)c3cc12
→ 4.2	0.1	-8.8	3.1	-13.9	5.8	-2.8	-1.3	1.0
CC(=O)CCc1c(C)nc2ccc(C)cc2c1Cl
→ -2.4	17.1	-5.5	-1.3	-6.9	5.2	-0.9	-7.9	6.8
CCCNC(=O)Nc1nc(CC(=O)OCC)cs1
→ -2.9	0.6	6.2	5.3	-6.0	-0.5	-0.2	-3.9	-2.2
CC(=O)Nc1ccc(/C=N/Nc2nncc3ccccc23)cc1
→ -7.7	0.7	1.7	0.8	-4.1	1.9	-1.7	-6.2	13.9
NS(=O)(=O)c1ccc(Cl)c(S(N)(=O)=O)c1
→ -3.8	-0.4	7.8	1.6	-4.7	-5.2	-0.6	-6.1	12.7
CCOC(=O)C1CCN(S(=O)(=O)CCNC(=O)c2ccc(F)cc2)CC1
→ -15.0	1.2	7.3	0.3	-3.0	-11.5	0.3	1.9	5.1
CC(C)c1cc(NCCOCCO)n2c(nc3ccccc32)c1C#N
→ 4.8	1.4	4.5	2.2	-4.6	-4.8	0.1	-5.5	9.1
COc1ccc(-c2nc(C#N)c(NCc3ccc(C)cc3)o2)cc1OC
→ -4.7	1.2	-2.2	4.0	-6.1	3.1	-6.4	-5.9	-0.5
NC(=S)Cc1ccc(Cl)cc1Cl
→ 3.2	0.2	5.7	-0.4	-2.5	1.8	-3.9	8.2	7.1
Nc1cccnc1Sc1ccc(Cl)cc1
→ -4.3	-1.5	-2.6	-0.1	-5.6	6.9	-0.1	-1.9	-4.4
COc1ccc(N2CCN(C(=O)c3ccc(S(=O)(=O)N4CCCC4)cc3)CC2)cc1
→ -5.4	1.1	10.7	2.7	-8.3	-4.3	-3.6	0.4	18.4
O=C(CSc1nc2ccccc2c(=O)[nH]1)N1CCN(S(=O)(=O)c2ccccc2)CC1
→ 5.5	-0.6	-1.9	nt	-7.7	3.6	1.9	3.8	2.9
CCCNS(=O)(=O)c1ccc(CCC(=O)Nc2ccc3c(c2)OCCO3)cc1
→ -2.8	1.9	4.8	15.2	-2.3	-3.1	-0.8	-5.5	7.0
COc1cc(/C=N/Nc2ccc(C(F)(F)F)cn2)ccc1O
→ -6.5	1.1	2.9	-2.4	-10.9	-8.1	-3.7	-1.2	-2.2
Cc1cc(C)nc(N2N=C(CSc3ccc(Cl)cc3)CC2=O)n1
→ -10.4	0.2	11.6	5.5	-3.0	-9.1	0.0	9.8	11.1
Cc1sc(NC(=O)CS(=O)(=O)c2ccccc2)c(C(N)=O)c1C
→ -0.5	1.1	2.0	1.1	-2.8	-3.4	2.1	-0.3	6.0
CCOCCCn1c(=N)c(C(N)=S)cc2c(=O)n3cccc(C)c3nc21
→ -8.8	2.0	-3.5	2.8	-4.6	9.6	-2.2	-10.2	2.4
COc1ccccc1N1CCN(C(c2cccs2)C(C)NC(=O)c2cccs2)CC1 (centres undefined)
→ -10.4	3.5	0.7	3.5	-6.3	-8.8	-1.1	-4.1	1.7

Assay outcomes: PubChem, The Scripps Research Institute Molecular Screening Center
